Source: PubChem
Tau fibril FP: inhibitors of human tau fibril formation. Potency, µM (doses to about 57.7 µM), for the others: top-dose activity, negative = inhibition, usual class: inhibitors. actives 0.39% (n = 280,000). P10636. AID 1468. K18 P301L tau heparin fibrillization, Alexa594 FP, 6 h; note: potency is the fitted concentration of half-maximal effect; % is set by controls: 0 for no effect and ±100 for the full control effect; nearly all actives have a fitted effect of over 55% in size
Target sequence (P10636 561-689 P618L limits assumed): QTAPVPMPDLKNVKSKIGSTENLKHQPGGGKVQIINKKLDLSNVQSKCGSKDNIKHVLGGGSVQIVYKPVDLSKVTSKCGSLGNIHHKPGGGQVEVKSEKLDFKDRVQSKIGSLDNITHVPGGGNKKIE
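Recombinant K18 P301L […], labeled with Alexa 594 at 0.24 uM over 15 uM unlabeled; heparin inducer 20 uM final; 37 C, 6 hr; FP endpoint.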
CBFb RUNX1 block: blocks binding between human CBF-beta and RUNX1 | AlphaScreen CBFb-His/RUNX1-biotin binding, biochemical | Potency, µM (doses to about 59.8 µM), inactives show at the highest dose activity, negative = inhibition, hits mostly inhibitors | 230,000 tested, under 10 active; note: % of control where 0% means no effect
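CBFb-His/RUNX1-biotin, 30 nM each, preincubated 20 min RT; compound 15 min RT; Ni + streptavidin beads 50 ng each, 90 min RT; AlphaScreen read.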
Epigenetic derep: regulators of epigenetic silencing causing reporter derepression in mouse cells | murine LDR cells, GFP reporter derepression, 30 h | AID 1865 | Potency, µM (titrated, usually from 53.9 µM), for inactives: at the top dose GFP activation, hits mostly activators | actives 0.2% (n = 280,000); note: potency is the fitted concentration of half-maximal effect; % of control where 0% means no effect; nearly all actives have a fitted effect of over 60% in size
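GFP-positive cell count by laser-scanning cytometry (objects 20–120 um) after 30 h, 37 C compound exposure of murine LDR cells; reporter is CMV-GFP integrated at a silenced locus, inducible by HDAC or DNMT inhibitors.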
Tau fluor counter: counter-screen for tau fibril formation inhibitors; Potency, µM (series often up to 57.7 µM), inactives show top-dose activity change, negative = decrease; tau K18 P301L Alexa594 fluorescence, heparin fibrillization; actives 0.93% (n = 280,000); note: potency is the fitted concentration of half-maximal effect; % is set by controls: 0 for no effect and ±100 for the full control effect; nearly all actives have a fitted effect of over 55% in size
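Human tau K18 P301L (15 uM unlabeled, 0.24 uM Alexa 594-labeled) in 100 mM sodium acetate pH 7 with 20 uM heparin, 6 hr at 37 C. ThT 30 uM added, 1 hr ambient; Alexa 594 FP and total fluorescence read at 555/632 nm.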
NPSR antagonist: neuropeptide S receptor (human) antagonism, cAMP; Q6W5P4; CHO-NPSR cells, cAMP TR-FRET, antagonist mode; Potency, µM (series often up to 38.3 µM), for inactives: top-dose activity change, negative = inhibition, actives largely listed as inhibitors; actives 1% (n = 220,000); AID 1461; note: potency is the fitted concentration of half-maximal effect; % is set by controls: 0 for no effect and ±100 for the full control effect; nearly all actives have a fitted effect of over 50% in size; many of its hits are not listed in these tables
TRb SRC2 PPI: inhibitors of human thyroid hormone receptor beta-SRC2 interaction | P10828 | TRbeta-SRC2 peptide binding, fluorescence polarization; receptor liganded with 1 µM T3 | Potency, µM (top dose mostly 106 µM), for inactives: at the top dose activity change, negative = inhibition, hits mostly inhibitors | actives 0.065% (n = 280,000);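 note: potency is the fitted concentration of half-maximal effect; plate controls were bound peptide for no effect and peptide without receptor for full effect; nearly all actives have a fitted effect of over 50% in size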
Target sequence (P10828 whole entry, looked up): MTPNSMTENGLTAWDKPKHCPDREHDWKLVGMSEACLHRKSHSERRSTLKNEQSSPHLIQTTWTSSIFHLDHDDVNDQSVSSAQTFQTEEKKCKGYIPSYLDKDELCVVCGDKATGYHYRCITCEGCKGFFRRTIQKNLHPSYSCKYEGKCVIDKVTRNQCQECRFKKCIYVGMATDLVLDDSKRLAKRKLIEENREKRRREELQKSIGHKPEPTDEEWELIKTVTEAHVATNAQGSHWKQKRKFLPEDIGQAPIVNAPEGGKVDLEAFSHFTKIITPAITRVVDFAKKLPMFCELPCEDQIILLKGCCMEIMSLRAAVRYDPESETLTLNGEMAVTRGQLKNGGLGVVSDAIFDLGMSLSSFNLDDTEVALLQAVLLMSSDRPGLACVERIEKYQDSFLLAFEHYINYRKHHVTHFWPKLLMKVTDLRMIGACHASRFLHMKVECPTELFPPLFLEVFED
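Decrease in fluorescence polarization of 20 nM Texas Red SRC2 coactivator peptide flagged inhibition of its binding to 0.6 uM TRb LBD; 1 uM T3 included, incubation 5 hr, ex 555/em 632 nm.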
TexasRed fluor: alters Texas Red total fluorescence, flagging assay interference. TRb/SRC2 Texas Red total fluorescence interference. Potency, µM (titrated, usually from 106 µM), inactives show at the top dose fluorescence change, negative = quenching. actives 0.29% (n = 280,000); active = well fitted curve in either direction with a large enough effect; inconclusive = small, poorly fitted or top-dose-only effect; note: potency is the fitted concentration of half-maximal effect; % is set by controls: 0 for no effect and ±100 for the full control effect
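Human TRβ ligand-binding domain (0.6 uM) and Texas Red SRC2 peptide (20 nM) in Tris buffer with 1 uM T3 and 5% DMSO were incubated with pinned compound for 5 hr at ambient temperature. Total fluorescence was computed as S + 2P (555/632 nm).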
GLA spleen mod: inhibits or activates alpha-galactosidase in human spleen homogenate; human spleen homogenate, 4MU-alpha-Gal fluorescence, 40 min; Potency, µM (highest dose often 80 µM), inactives show at the highest dose activity change, negative = inhibition, actives largely listed as inhibitors; actives 0.008% (n = 240,000); AID 2107;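 note: potency is the fitted concentration of half-maximal effect; 0% = enzyme with vehicle and -100% = no enzyme basal signal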
Target sequence (P06280 32-429 limits assumed): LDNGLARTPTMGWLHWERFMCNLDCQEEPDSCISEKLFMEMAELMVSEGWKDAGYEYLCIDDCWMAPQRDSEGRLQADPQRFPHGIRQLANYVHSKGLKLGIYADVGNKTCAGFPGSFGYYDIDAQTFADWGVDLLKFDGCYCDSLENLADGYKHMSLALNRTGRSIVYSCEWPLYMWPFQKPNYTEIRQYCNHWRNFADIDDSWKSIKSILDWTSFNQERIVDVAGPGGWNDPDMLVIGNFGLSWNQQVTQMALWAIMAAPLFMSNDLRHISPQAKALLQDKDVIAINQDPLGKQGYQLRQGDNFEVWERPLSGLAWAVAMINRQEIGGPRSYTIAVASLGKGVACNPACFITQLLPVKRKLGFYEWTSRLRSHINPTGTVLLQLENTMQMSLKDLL
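Spleen homogenate 1 ug + cpd (titration) + 4-MU-alpha-D-galactopyranoside 1 mM; 37C 40 min; 50 mM citrate/phosphate pH 5.0, 0.01% Tween-20; stop pH 10; fluorescence 365/440; AC50 via Hill.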
Active calls of the source: *; ? = inconclusive; / = no result given; & = joins results of further samples; [ ] = remark or other dose. Unless noted, calls come from the whole dose curve; as a rule, active = well fitted curve in the direction sought with a large enough effect; inconclusive = small, poorly fitted or top-dose-only effect, or another doubt; inactive = no such curve, though single readings can be large; an effect the other way counts as inactive or inconclusive. An excerpt; the hit share may differ from the screen's.

Below each compound – Tau fibril FP	CBFb RUNX1 block	Epigenetic derep	Tau fluor counter	NPSR antagonist	TRb SRC2 PPI	TexasRed fluor	GLA spleen mod
Cc1cc(C)n(-c2ccc(C(=O)Nc3ccc(C)c(S(=O)(=O)N(C)C)c3)cc2)n1
→ 0%	1%	5.7%	-20%	-5%	-5%	-1%	-1%
O=C(Cn1cncn1)N/N=C/c1cc([N+](=O)[O-])ccc1O
→ -17%	/	-2.4%	-11%	-16%	3%	-1%	-4%
CCOc1ccc(N2CC(C(=O)NCCN3C(=O)S/C(=C\c4cccnc4)C3=O)CC2=O)cc1 (stereo unspecified)
→ ?	-12%	-1.4%	-11%	-1%	5%	1%	-4%
COc1cc(N)c(Cl)cc1NC(=O)c1ccccc1
→ 1%	-6%	7.4%	-10%	-15%[46.1 µM]	3%	-3%	6%
CC(C)CC(OC(=O)c1nsc(Cl)c1Cl)C(=O)NCc1cccs1 (stereo unspecified)
→ 5%	10%	-1.2%	-3%	-17%[46.1 µM]	-7%	-1%	-1%
COc1ccccc1C(=O)OCC(=O)Nc1cc(S(=O)(=O)N2CCOCC2)ccc1N1CCCC1
→ -5%	9%	-1.6%	0%	-9%	-4%	-1%	-8%
CC(C)N(C(=S)NCc1ccccc1)C(C)C
→ 0%	-1%	-2.2%	-7%	5%	4%	-2%	-5%
CSc1nc(NCCOC(C)=O)c(C#N)c(-c2ccc(C(C)(C)C)cc2)n1
→ 1%	/	-3.2%	-15%	/	-8%	?	/
COc1ccc(C2CC(=O)c3cc(-c4nc(-c5cccc([N+](=O)[O-])c5)cs4)c(=O)n(-c4ccccc4)c3C2)cc1 (stereo unspecified)
→ -9%	/	0.2%	?	/	1%	-9%	/
O=C1COc2cc(S(=O)(=O)CCC(=O)NC3CCCCC3)c(Cl)cc2N1
→ 3%	/	2.5%	-30%	/	6%	?	/
COC(=O)N1CCN(c2ccc(C(C)=O)cc2)CC1
→ 2%	2%	1.2%	-1%	-6%[46.1 µM]	7%	0%	-2%
Cc1ccc(C(C(=O)NCc2ccco2)N(C(=O)CNC(=O)c2cccs2)c2ccc(C)cc2C)cc1 (stereo unspecified)
→ -9%	-3%	7.6%	-26%	-8%[46.1 µM]	-6%	-3%	-9%
CCOc1cc(CNn2cnnc2)ccc1OCC(=O)NC1CCCCC1
→ 1%	8%	3.2%	8%	-8%[46.1 µM]	-9%	-1%	4%
Cc1ccccc1NC(=O)c1c(O)c2cccc3c2n(c1=O)CCC3
→ 3%	3%	-0.2%	-6%	2%[46.1 µM]	-4%	-3%	-5%
COc1ccc(NC(=O)COc2ccc(-c3nn(C)c(=O)c4ccccc34)cc2)cc1
→ -16%&-7%	11%	-1.0%&1.0%	-22%&-7%	3%	-2%&1%	-1%&4%	-6%
O=C(OCc1cnc(Cl)s1)c1ccc(Cl)cc1
→ -2%	5%	-1.4%	-5%	-8%[46.1 µM]	4%	1%	-6%
COc1ccc(OC)c(NC(=O)c2ccccc2N(Cc2ccccc2)S(C)(=O)=O)c1
→ 2%	-12%	4.3%	-28%	18%	7%	0%	0%
CCCCN(CCCC)/C(N)=N/c1nc(C)cc(C)n1
→ -2%	4%	-1.4%	4%	6%	-1%	4%	1%
Cc1c(C(=O)N2CCc3ccccc3C2)oc2ccc(S(=O)(=O)N3CC(C)CC(C)C3)cc12 (stereo unspecified)
→ -1%	4%	0.0%	-6%	-48%	10%	-2%	-3%
Cc1cccc(Oc2nc(-c3ccccn3)nc3ccccc23)c1
→ -6%	-16%	2.1%	-24%	?	1%	0%	0%
COc1cnc(-c2ccccn2)nc1Oc1ccc(Cl)cc1
→ 5%	/	1.0%	3%	1%[46.1 µM]	-4%	-4%	1%
Cc1ccc(N(CC(=O)N/N=C/c2cc(C)n(-c3ccccc3)c2C)S(C)(=O)=O)c(C)c1
→ 7%	-10%	0.4%	-24%	?	1%	-3%	-13%
Cc1ccccc1NC(=O)c1nc(-c2ccncc2)no1
→ 3%	/	0.0%	?	/	-2%	-31%	/
CCc1ccc(NC(=O)CCn2ccnc2C)cc1
→ 3%	-1%	-0.3%	-4%	-6%[46.1 µM]	-9%	-2%	7%
Cn1c(=O)oc2cc(S(=O)(=O)NCc3ccco3)ccc21
→ -14%	-2%	-2.8%	-14%	4%[46.1 µM]	1%	3%	8%
N/C(=N\OC(=O)CC1CCCCC1)c1cccc([N+](=O)[O-])c1
→ -4%	0%	-1.2%	-13%	0%	-7%	1%	-4%
O=c1c2cnn(-c3ccc(F)cc3)c2ncn1Cc1ccc(F)cc1
→ -4%&-13%	0%	-0.6%&-1.0%	2%&0%	6%	-7%&-13%	-2%&-1%	-5%
O=C(Cc1ccc([N+](=O)[O-])cc1)Nc1cc(C(F)(F)F)cc(C(F)(F)F)c1
→ -11%	-2%	5.4%	-18%	-2%	2%	-2%	-3%
CSc1nsc(/C=C/Nc2ccc(F)cc2)c1C#N
→ -1%	-6%	10µM*	-25%	-12%	-6%	-1%	0%
CC(C)N(C(=O)Cn1cc(SCC(=O)N2CCCC2)c2ccccc21)C(C)C
→ -2%	-9%	-1.2%	-4%	-16%	2%	1%	13%

A second format for some results above.
> COc1ccc(OC)c(NC(=O)c2ccccc2N(Cc2ccccc2)S(C)(=O)=O)c1
  Tau fibril FP: 2%
  CBFb RUNX1 block: -12%
  Epigenetic derep: 4.3%
  Tau fluor counter: -28%
  NPSR antagonist: 18%
  TRb SRC2 PPI: 7%
  TexasRed fluor: 0%
  GLA spleen mod: 0%

> CCCCN(CCCC)/C(N)=N/c1nc(C)cc(C)n1
  Tau fibril FP: -2%
  CBFb RUNX1 block: 4%
  Epigenetic derep: -1.4%
  Tau fluor counter: 4%
  NPSR antagonist: 6%
  TRb SRC2 PPI: -1%
  TexasRed fluor: 4%
  GLA spleen mod: 1%

> Cc1c(C(=O)N2CCc3ccccc3C2)oc2ccc(S(=O)(=O)N3CC(C)CC(C)C3)cc12 (stereo unspecified)
  Tau fibril FP: -1%
  CBFb RUNX1 block: 4%
  Epigenetic derep: 0.0%
  Tau fluor counter: -6%
  NPSR antagonist: -48%
  TRb SRC2 PPI: 10%
  TexasRed fluor: -2%
  GLA spleen mod: -3%

> Cc1cccc(Oc2nc(-c3ccccn3)nc3ccccc23)c1
  Tau fibril FP: -6%
  CBFb RUNX1 block: -16%
  Epigenetic derep: 2.1%
  Tau fluor counter: -24%
  NPSR antagonist: ?
  TRb SRC2 PPI: 1%
  TexasRed fluor: 0%
  GLA spleen mod: 0%

(cont.)
Below each compound – Tau fibril FP	CBFb RUNX1 block	Epigenetic derep	Tau fluor counter	NPSR antagonist	TRb SRC2 PPI	TexasRed fluor	GLA spleen mod
COc1ccc(N2C(=O)C(CC(=O)Nc3ccccc3)N(CCC3=CCCCC3)C2=O)cc1 (stereo unspecified)
→ -16%	/	-3.7%	-23%	/	5%	-2%	/
O=C(NC(=S)Nc1ccc(Oc2ccccc2)cc1)c1ccc(Cl)cc1
→ 0%	-19%	-0.5%	-25%	-22%[46.1 µM]	-10%	-1%	-3%
O=C(Nc1nc(-c2ccc(-c3ccccc3)cc2)cs1)c1cc([N+](=O)[O-])ccc1N1CCOCC1
→ -2%	4%	-1.2%	?	-15%	-2%	-1%	-2%
O=C(c1ccc2c(c1)CCN2S(=O)(=O)c1ccccc1)N1CCN(c2cccc(Cl)c2)CC1
→ 2%	/	-1.5%	-16%	/	-2%	0%	/
COc1cccc2c1OCC/C2=N\NC(=O)COc1ccccc1C
→ 2%	5%	-0.9%	-11%	-16%	-3%	-5%	0%
Nn1c(SCC(=O)Nc2ccc(S(=O)(=O)N3CCCC3)cc2)nnc1C(F)(F)F
→ 3%	8%	-0.8%	1%	-4%[46.1 µM]	-13%	-3%	3%
C/C(N)=C(/C#N)C(=O)CSc1nnc(-c2ccc(OC(F)F)cc2)o1
→ 5%	1%	-1.0%	-10%	-1%[46.1 µM]	0%	-1%	-7%
CCCc1cc(C(=O)OC)c(NC(=O)CCCC(=O)O)s1
→ 0%	0%	2.8%[10.1 µM]	-2%	-32%	-1%	-5%	-3%
COc1ccc(Cl)cc1S(=O)(=O)Nc1cccc(C(=O)O)c1
→ 4%	12%	2.7%	5%	10%[46.1 µM]	-6%	-1%	5%
CCCOc1ccc(OCC(=O)c2[nH]c(C)c(C(C)=O)c2C)cc1
→ 9%	1%	0.0%	-9%	-2%[46.1 µM]	3%	-1%	-8%
CCc1ccc(OCC(=O)N(Cc2ccco2)Cc2ccco2)cc1
→ 3%	/	-3.1%	-9%	/	0%	2%	/
COC(=O)Cn1c(=NC(=O)C2COc3ccccc3O2)sc2cc(S(N)(=O)=O)ccc21 (stereo unspecified)
→ -4%	8%	3.0%	-2%	-4%	6%	1%	-2%
O=C(NCCc1ccc(F)cc1)C1CCCCC1
→ 1%	6%	-3.5%	-1%	-8%	-1%	-2%	8%
O=C(NCc1ccncc1)C(=O)Nc1nc(C23CC4CC(CC(C4)C2)C3)cs1
→ ?	9%	-1.1%	-8%	-2%	-2%	-2%	-20%
O=C(Nc1ccc(O)c(-c2nc3ccccc3s2)c1)c1cccs1
→ 0%	-5%	0.0%	-1%	-36%	-5%	-4%	7%
COc1ccc(CCNC(=O)c2nnn(CC(=O)Nc3ccccc3C)c2N)cc1OC
→ -1%	3%	5.4%	-5%	-10%[46.1 µM]	-2%	0%	-11%
CCC(=O)c1c[nH]c(C(=O)NCc2cccnc2)c1
→ 4%	1%	-0.9%[10.1 µM]	9%	16%	-1%	-4%	10%
FC(F)(F)c1ccccc1NC(=S)N/N=C1\CC2CC=CC12 (stereo unspecified)
→ -1%	-19%	6.3%	-5%	-39%	-7%	-8%	-12%
O=[N+]([O-])c1ccccc1S(=O)(=O)N1CCc2ccccc2C1
→ -13%	17%	0.0%	2%[2.34 µM]	-5%	-6%	-4%	7%
COC(=O)c1ccc(Oc2nc(C(N)=O)cc(-c3ccccc3)n2)cc1
→ -8%	-10%	-2.2%	-13%	?	-21%	0%	?
O=C(Oc1cccc2cccnc12)c1cccc([N+](=O)[O-])c1
→ 2%	7%	11%	-6%	?	1%[53 µM]	-2%[53 µM]	0%
COc1ccc(CNC(=O)c2onc(C)c2Cl)cc1
→ 7%	1%	-1.0%	3%	-1%[46.1 µM]	5%	-4%	-3%
